CIT2 TOR yeast – modulators of CIT2-GFP expression in yeast, primary screen, S. cerevisiae, GFP fusion, multiplex flow cytometry, MLPCN library; S. cerevisiae CIT2-GFP strain, 3 h; 100 means same as DMSO wells; AID 2029, 2009; GFP response vs DMSO, % at 10 µM; 320,000 compounds, 0.065% hits;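 active means GFP response relative to DMSO above a set limit, near the screen mean plus 3 SD, cut at about 150% in these data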;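 further: ratio of well median GFP fluorescence to mean of DMSO wells on the plate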
GASC-1 inh – inhibitors of GASC-1 histone demethylase, primary screen, biochemical, fluorescence, DELFIA europium; GST-JMJD2C(1-420) H3K9me3 demethylation; inhibition, % at 2.35 µM; 330,000 compounds, 0.069% hits;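 active means more than half of a compound's replicate wells show inhibition beyond 50%, single wells judged on their own value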;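 further: signal counts dimethyl H3K9 product captured on neutravidin plate; 0% = median of DMSO wells and 100% = 0.3 times that DMSO median; strong numbers were not always called active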
Target sequence (Q9H3R0 1-420 limits assumed): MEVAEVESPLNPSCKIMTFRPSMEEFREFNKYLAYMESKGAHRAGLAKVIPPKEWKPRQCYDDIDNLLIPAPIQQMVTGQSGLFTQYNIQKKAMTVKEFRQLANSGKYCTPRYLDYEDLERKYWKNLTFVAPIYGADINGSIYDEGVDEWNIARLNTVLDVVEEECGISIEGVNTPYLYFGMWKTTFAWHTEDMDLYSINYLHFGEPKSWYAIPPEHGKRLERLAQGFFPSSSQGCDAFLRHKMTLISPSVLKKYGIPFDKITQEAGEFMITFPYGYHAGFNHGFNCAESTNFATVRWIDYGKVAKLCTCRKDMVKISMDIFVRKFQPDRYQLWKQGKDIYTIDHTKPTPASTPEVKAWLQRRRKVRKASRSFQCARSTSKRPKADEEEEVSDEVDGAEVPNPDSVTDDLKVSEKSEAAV
MEP2-GFP yeast – modulators of MEP2-GFP levels in yeast, primary screen, S. cerevisiae, multiplex flow cytometry, MLPCN library; 330,000 compounds, 0.51% hits; GFP response vs DMSO, % at 10 µM; S. cerevisiae MEP2-GFP strain, 3 h; 100% = DMSO control level; AID 2016, 2009;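 active means GFP response versus DMSO above a set limit, roughly screen mean plus 3 SD, cut at about 180% in these data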;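 further: median GFP fluorescence of the barcode-gated MEP2-GFP cells per well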
LAP4 TOR yeast – modulators of LAP4-GFP expression in yeast, primary screen, S. cerevisiae, multiplex flow cytometry, MLPCN library | AID 2023, 2009 | 320,000 compounds, 0.34% hits | GFP response vs DMSO, % at 10 µM | 3 h; median GFP as percent of DMSO wells;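 active means GFP response vs DMSO above a set limit, about the screen mean plus 3 SD, cut at about 150% in these data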
AGP1 TOR yeast – modulators of AGP1-GFP expression in yeast TOR pathway, primary screen, cell-based, multiplex flow cytometry, S. cerevisiae, MLPCN library; 3 h; GFP as percent of DMSO wells; GFP response vs DMSO, % at 10 µM; 320,000 compounds, 0.02% hits; AID 2066, 2009;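 active means GFP response relative to DMSO above a set limit, near screen average plus 3 SD, cut at about 150% in these data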;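 further: median GFP channel fluorescence of the gated AGP1 strain per well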
GRK2 aptamer HTS – compounds blocking aptamer binding on GRK2 – biochemical, human GRK2, bead flow cytometry, HTS, primary screen | Beta-adrenergic receptor kinase 1 (Homo sapiens), P25098 | FAM-aptamer displacement from GRK2 | inhibition of aptamer binding, % at 10 µM | 330,000 compounds, 0.59% hits;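 active means inhibition of aptamer binding above 40%, roughly 3 SD of noise, on plates passing a quality check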;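 further: median bead fluorescence of bound FAM aptamer so fluorescent compounds give negative values; no value below 0 was filed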
Target sequence (P25098 whole entry, looked up): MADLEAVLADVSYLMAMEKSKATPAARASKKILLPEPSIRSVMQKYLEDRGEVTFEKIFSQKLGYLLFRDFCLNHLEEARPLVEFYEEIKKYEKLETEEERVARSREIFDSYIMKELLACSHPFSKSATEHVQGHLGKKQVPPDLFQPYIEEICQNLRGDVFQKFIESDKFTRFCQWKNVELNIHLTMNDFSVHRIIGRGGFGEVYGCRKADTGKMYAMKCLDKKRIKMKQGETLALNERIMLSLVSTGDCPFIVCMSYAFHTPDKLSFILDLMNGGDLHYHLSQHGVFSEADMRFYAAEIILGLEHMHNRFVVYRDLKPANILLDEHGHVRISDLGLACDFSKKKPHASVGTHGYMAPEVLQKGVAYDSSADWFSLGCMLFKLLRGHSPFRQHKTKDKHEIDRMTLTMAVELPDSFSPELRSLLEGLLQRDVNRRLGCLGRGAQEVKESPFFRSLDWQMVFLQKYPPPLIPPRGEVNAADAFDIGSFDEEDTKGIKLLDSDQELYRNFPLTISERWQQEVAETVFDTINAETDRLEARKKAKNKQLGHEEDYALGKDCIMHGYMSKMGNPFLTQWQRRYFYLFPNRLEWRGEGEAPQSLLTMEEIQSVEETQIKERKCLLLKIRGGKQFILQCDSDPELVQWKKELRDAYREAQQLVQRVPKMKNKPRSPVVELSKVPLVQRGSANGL
VLA-4 inh – inhibition in human VLA-4 binding assay, primary screen, VLA-4 allosteric modulator project, MLPCN library, flow cytometry, VLA-4 expressing cells; ligand binding flow cytometry; inhibition, % (about 7 µM as worked out from the volumes in the protocol); 330,000 compounds, 0.2% hits; AID 2557, 2010; in the data active means inhibition above about 50%
RPL19A TOR yeast – RPL19A-GFP expression modulators in yeast, primary screen, cell-based, S. cerevisiae, multiplex flow cytometry, MLPCN; S. cerevisiae RPL19A-GFP strain, 3 h; stronger effect = lower value; percent response vs DMSO, % at 10 µM; 330,000 compounds, 0.3% hits;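 active means percent response vs DMSO below 50%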;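 further: median channel GFP fluorescence of the barcoded RPL19A-GFP strain; ratio of sample median GFP to plate DMSO average so 100% = DMSO; lower means less RPL19A-GFP as with rapamycin TOR inhibition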
Numbers without * were called inactive; nt = no result given; & = joins results of further samples.

SMILES	CIT2 TOR yeast	GASC-1 inh	MEP2-GFP yeast	LAP4 TOR yeast	AGP1 TOR yeast	GRK2 aptamer HTS	VLA-4 inh	RPL19A TOR yeast
COc1ccc(OC)c(-n2c(=O)c3ccccc3c3ccccc3c2=O)c1	89	-20	96	84	86	1	17	96
CCOc1cc(CNc2ccc3c(c2)OCCO3)cc(Br)c1OC	99	0	105	102	100	0	9	104
O=C(NNC(=O)c1ccc(Cl)c(Cl)c1)c1ccncc1	97	1	98	112	109	0	-6	100
COc1ccc(N2CCN(CC(O)COc3cc(C)ccc3C)CC2)cc1 (centres undefined)	95	-10	108	95	100	2	10	103
COc1cc(NS(=O)(=O)c2ccc(NS(=O)(=O)c3ccccc3)cc2)nc(OC)n1	88	6	91	84	86	0	-6	87
Fc1ccc(-c2nn(-c3ccccc3)cc2CNCc2ccccc2)cc1	82	7	99	99	102	0	0	95
CC1(C)C2CC[C@]3(C)C(CC=C4[C@@H]5C[C@@](C)(CO)[C@@H]6C[C@@]5(CC[C@]43C)C(=O)O6)[C@@]2(C)CC[C@@H]1O (some centres undefined)	83	55	98	104	97	0	0	90
COc1ccccc1NC(=O)CSc1sc2c(O)cc(=O)[nH]c2c1C#N	113	3	103	90	84	5	4	100
CCc1ccc(CN2CCC(n3nccc3NC(=O)C3CCCC3)CC2)cc1	100	-2	100	95	96	0	-8	98
CC(=O)c1cn(C)c(=O)[nH]c1=O	94	2	100	118	109	4	-2	100
N#CCc1ccc(NC(=O)c2ccc(CN3CCc4ccccc4C3)cc2)cc1	106	2	108	86	99	3	8	105
Cc1c(OC(C)C(=O)NCc2cccnc2)ccc2c3c(c(=O)oc12)CCCC3 (centres undefined)	104	4	97	106	101	0	7	95
Cc1cc(C)c(C)c(OCC(=O)N2CCN(c3ccccn3)CC2)c1	100	-20	101	103	95	1	-4	105
Cc1cnc(C(=O)OCC(=O)Nc2c(Cl)cc(Cl)cc2Cl)cn1	104	-3	96	110	101	0	1	109
O=C(COc1ccccc1)OCc1cc(-c2ccco2)on1	81	-7	89	85	88	0	8	87
COC(=O)[C@]1(CC(C)C)N[C@H](c2ccc(-c3ccc(C(C)=O)cc3)cc2)[C@@H]2C(=O)N(C)C(=O)[C@@H]21	98	nt	102	107	107	0	-4	106
CCN(CC)S(=O)(=O)c1cccc(NC(=O)COc2ccc(Cl)cc2Br)c1	95	0	97	95	98	0	5	97
Cc1noc(C)c1COc1ccc(C(=O)N2CCCC(C(F)(F)F)C2)cc1 (centres undefined)	109	0	104	102	106	1	-1	106
CSCCC(NS(=O)(=O)c1ccccc1F)C(=O)Nc1cccc(C)n1 (centres undefined)	126	39	108	79	92	4	-1	109
COc1ccc(OC)c2c(C)cc(N3CCN(C(=O)c4ccc(C)cc4)CC3)nc12	104	-2	102	97	95	0	32	100

Compound profiles, as listed above. Screens in order: CIT2 TOR yeast, GASC-1 inh, MEP2-GFP yeast, LAP4 TOR yeast, AGP1 TOR yeast, GRK2 aptamer HTS, VLA-4 inh, RPL19A TOR yeast
O=C(NNC(=O)c1ccc(Cl)c(Cl)c1)c1ccncc1 is entered as 97, 1, 98, 112, 109, 0, -6, 100
CC(=O)c1cn(C)c(=O)[nH]c1=O is entered as 94, 2, 100, 118, 109, 4, -2, 100

Continuation:
SMILES	CIT2 TOR yeast	GASC-1 inh	MEP2-GFP yeast	LAP4 TOR yeast	AGP1 TOR yeast	GRK2 aptamer HTS	VLA-4 inh	RPL19A TOR yeast
COc1cccc(NCc2cc3c(C(C)(C)C)nn(-c4ccccc4)c3[nH]c2=O)c1	106	2	104	95	97	1	10	103
O=C(CN(Cc1ccc(F)cc1)S(=O)(=O)c1ccc(S(=O)(=O)N2CCOCC2)cc1)Nc1ccccc1	104	3	109	100	107	0	13	106
Cc1ccc(C)c(NC(=S)N2CCC(NC(=O)c3ccccc3)CC2)c1	95	3	91	95	96	0	11	98
CN(C)C(=O)CSc1nnc(C23CC4CC(CC(C4)C2)C3)o1	100	2	103	106	103	1	6	102
CC12CCC(C(=O)NNc3ccccc3)(C(=O)C1=O)C2(C)C (centres undefined)	94	-2	88	92	99	0	10	95
CC(=O)Nc1ccc(-c2nnc(SCc3ccc(C)cc3)n2C)cc1	98	10	105	108	109	5	3	101
CN(C)C1=NC(=O)/C(=C/c2ccc(-c3ccc(S(N)(=O)=O)cc3)o2)S1	87	-15	100	124	87	0	-18	100
COc1ccc(NS(=O)(=O)c2ccc(N3CCCC3)c(NC(=S)Nc3ccc(SC(F)F)cc3)c2)cc1	94	-5	99	113	101	1	-8	99
CC(=O)N1CCN(c2ccc(NC(=O)c3ccc(C(C)(C)C)cc3)cc2)CC1	92	-24&-8	99	100	91	0	13	94
COC(=O)C1=C(C)NC(=S)NC1c1sccc1C (centres undefined)	98	-11	92	98	102	1	0	97
COc1ccc(OC)c(NC(=O)CCN2CCN(C)CC2)c1	110	61	115	98	98	0	-5	101
CCOc1ccc(S(=O)(=O)N2CCCC(C(=O)NCc3ccco3)C2)cc1 (centres undefined)	102	-2	103	100	104	4	-2	99
COc1ccc(CN(C(=S)Nc2ccccc2)C2CC(=O)N(c3ccc(F)cc3)C2=O)cc1 (centres undefined)	93	10	95	85	96	0	-12	96
COc1ccc(S(=O)(=O)N2CCc3ccccc32)cc1C(=O)NCCc1ccccn1	98	6	98	94	95	0	-1	96
CCOC(=O)c1nnn2c1nc(N1CCOCC1)c1ccccc12	105	7	105	111	105	1	-5	99
COc1cc(/C=N/NC(N)=O)ccc1OCC(=O)Nc1cc(C)c(C)cc1Br	95	-9	90	99	98	0	-5	100
CCOc1ccc(-c2nnc(-c3ccncc3)o2)cc1	95	4	91	96	89	0	-1	91
Cc1nc2ccccc2n1CC(=O)NCCN1CCCC1	109	1	105	103	108	0	1	105
CCOC(=O)CCSc1nc(C)c2cc(OC)ccc2n1	84	6	93	106	90	3	-6	93
CCN(CC)CCN(C(=O)c1cccc([N+](=O)[O-])c1)c1nc2ccc(OC)cc2s1	99	-19	101	99	106	0	12	105

Taken from above:
Entry of COC(=O)C1=C(C)NC(=S)NC1c1sccc1C (centres undefined) under MEP2-GFP yeast: 92
Entry of COc1ccc(S(=O)(=O)N2CCc3ccccc32)cc1C(=O)NCCc1ccccn1 under MEP2-GFP yeast: 98

Going on with the list.
SMILES	CIT2 TOR yeast	GASC-1 inh	MEP2-GFP yeast	LAP4 TOR yeast	AGP1 TOR yeast	GRK2 aptamer HTS	VLA-4 inh	RPL19A TOR yeast
COc1ccc(CCNC(=O)c2cccc(S(=O)(=O)NC(C)c3ccccc3)c2)cc1 (centres undefined)	96	-1	98	99	102	0	-10	95
Nc1c(-c2ccccc2)cnc2c(-c3ccccc3)cnn12	85	27	93	85	84	3	7	93
COc1ccc(C(=O)NC2CC2)cc1OC1CCN(C(C)CSC)CC1 (centres undefined)	102	-2	100	90	106	0	6	97
O=C(C(Cc1ccccc1)NS(=O)(=O)c1cccc2cccnc12)N1CCc2ccccc21 (centres undefined)	103	14	107	102	106	0	15	101
O=c1/c(=C/c2ccco2)sc2nc(-c3ccccc3Br)nn12	87	nt	98	107	85	0	14	94
O=C(CSCc1c(Cl)cccc1Cl)Nc1nccs1	nt	11	102	91	102	24	-4	98
Cc1cc(=O)[nH]c(SCc2cc(Cl)ccc2OC(F)F)n1	89	-19	91	92	92	2	-5	91
O=C(CC(=O)Nc1cccc(Cl)c1)N/N=C\c1ccccc1	101	4	104	96	102	0	-13	101
CCn1c(C)csc1=NC(=O)c1ccccc1O	92	10	103	106	96	2	22	98
COc1ccccc1NS(=O)(=O)c1cc(NC(=O)CNC(=O)c2ccccc2)ccc1C	93	7	94	85	91	0	53*	98
CCSc1nnc(Cn2c(=O)sc3ccccc32)n1C	100	10	103	103	106	1	17	103
COCCNC(=O)C1CCN(C(=O)c2cc3sccc3n2Cc2ccc(F)cc2)CC1	98	-1	97	89	101	3	6	103
COc1ccc(CCN(C)C(=O)c2cc(-c3ccc(C)cc3)nc3ccccc23)cc1OC	101	-5	94	103	104	0	-3	98
CCOc1ccc(C2C=C(c3ccc(F)cc3)Nc3ncnn32)cc1 (centres undefined)	100	9	97	105	90	2	-4	103
CCOc1ccc(CNC(=O)CCC(=O)N2CCSc3ccccc32)cc1	96	25	103	115	92	0	-3	102
O=C(CN1C(=O)NC2(CCCCCCC2)C1=O)Nc1ccc(Br)cc1Br	92	nt	95	91	91	0	13	91
CCc1cccc2c(C(=O)C(F)(F)F)cn(CC(=O)N3CCOCC3)c12	102	8	101	91	94	3	-8	100
CN(C)c1nc(N)c([N+](=O)[O-])c(NCC2CCCO2)n1 (centres undefined)	95	-1	100	108	104	0	-10	98
CC(C)(C)OC(=O)N1CCC[C@H]1C(=O)Nc1ccc(Br)cc1	105	7	104	89	98	1	3	104
COCCCNc1nc(N)c([N+](=O)[O-])c(NCc2ccccc2)n1	105	5	103	83	98	0	-16	101
Cc1cc(C(c2ccc(O)cc2)c2cc(C)c(O)cc2C)c(C)cc1O	101	34	116	95	97	nt	4	105
Cc1cc2c(C)cc(=O)oc2c2c1NCCC2	96	1	105	110	100	1	4	98
N#Cc1ccc(C(=O)OCC(=O)Nc2ccc(N3CCOCC3)cc2)cc1	96	5	100	97	98	3	-5	97
COC(=O)CSc1nc(N)nc(C)c1Cl	92	11	104	106	108	3	4	96
CCOC(=O)N1CCN(C(=O)/C(=C/c2ccc(OC)c(OC)c2)NC(=O)c2ccccc2)CC1	100	2	101	98	105	3	1	96
O=C(Nc1ccc(S(=O)(=O)NC2=NCCCCC2)cc1)c1ccc([N+](=O)[O-])s1	92	-17	99	105	102	0	5	95
O=C(CSc1nnnn1-c1ccc(Cl)cc1)Nc1cccnc1Cl	95	-45	99	96	93	0	-4	100
CCSc1nnc(-c2ccc(Cl)cc2Cl)o1	96	-1	103	103	91	2	-6	100
COC(=O)c1ccccc1NC(=O)NCc1ccco1	91	4	95	98	90	1	4	92
CCOc1ccc(C(O)C(CN2CCOCC2)c2ccccc2)cc1 (centres undefined)	103	11	99	123	100	0	0	98
Cc1cnc(NC(=O)CCNC(=O)c2ccc([N+](=O)[O-])cc2)s1	98	8	107	91	98	1	7	98
COc1ccc2c(c1)c(C(=O)CN1CCC(C(N)=O)CC1)c(C)n2C	99	14	104	nt	100	4	1	98
Cc1cc(C(F)(F)F)nn1CC(=O)NCc1ccco1	100	-1	103	89	96	2	1	102
CCOC(=O)Oc1ccc2c(=O)c(Oc3cc(C)cc(C)c3)coc2c1	84	-1	94	89	89	3	6	98
Cc1ccc(S(=O)(=O)N2CCCC(C(=O)NC3CC3)C2)cc1 (centres undefined)	101	-5	106	104	101	0	-3	100
Cc1ccccc1N1CC(O)(c2ccccc2)[N+]2=C1SCC2 (centres undefined)	95	-2	104	104	94	0	28	101
COc1ccc(NC(=O)C2OC3OC(C)(C)OC3C3OC(C)(C)OC23)cc1 (centres undefined)	100	43	101	97	92	0	nt	98
COc1ccc(/C=N/NC(=O)CN2CCCCCCC2)c(C)c1C	107	5	102	111	109	0	-7	102
NC(=O)c1cc(-c2ccccc2)nc(N2CCCCCC2)n1	92	7	109	112	102	1	3	99
Cc1ccc(S(=O)(=O)n2ccc3cccnc32)cc1	95	4	99	113	101	11	8	101
Oc1ccccc1N1CCN(c2nnnn2-c2ccccc2)CC1	105	10	99	111	109	0	-6	98
NC(=O)c1c(-c2ccc(Cl)cc2Cl)csc1NC(=O)Cc1ccccc1	106	7	101	101	97	0	-10	100
Cc1ccc(NS(=O)(=O)c2cc(C(=O)N3CCN(C)CC3)ccc2C)cc1	90	-1	86	97	nt	0	11	89

High-throughput results deposited in PubChem BioAssay by several laboratories.
